# Source: PubChem (several laboratories)
# NPY-Y1 antag – NPY-Y1 receptor antagonists, primary screen, cell-based; Neuropeptide Y receptor type 1 (Homo sapiens), P25929; inhibition, % at 3.6 µM; 200,000 tested, 1% active; HEK293-CNG Y1 cells, membrane potential fluorescence; NPY at EC95, then isoproterenol; AID 1040, 2008;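 active means inhibition above the campaign mean inhibition of all tested compounds plus 3 SD, cut at about 20% in these data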;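 further: 0% = DMSO wells given NPY plus isoproterenol and 100% = isoproterenol alone without NPY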
#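 Assay system: HEK293 cells with Y1 receptor plus CNG channel | Probe or stimulus: NPY (25 nM), isoproterenol (1 µM), Ro 20-1724 (25 µM) | Timing: Compound incubation 1 h at room temperature, readout 45 min post-stimulation | Measured by: Membrane-potential fluorescent dye readout | Benchmarks: High control isoproterenol alone, low control NPY with isoproterenol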
# RBBP9 inh – human RBBP9 inhibitors, primary screen, biochemical, fluorescence polarization, FP-Rh probe, HTS; Serine hydrolase RBBP9 (Homo sapiens), O75884; recombinant RBBP9; inhibition, % at 7.94 µM; 220,000 tested, 0.2% active; AID 1515, 2009;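 active means inhibition above the campaign mean of all tested compounds plus 3 SD, cut at about 14% in these data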;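 further: plate controls were DMSO wells with RBBP9 for no effect and wells lacking RBBP9 protein for full effect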
#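 Material: RBBP9 protein. Amount: RBBP9 at 2.5 µM in dispensed solution, before mixing. Schedule: 30 min then 45 min, 25 °C. Medium: Tris buffer pH 8.0, NaCl, Pluronic. Measured by: fluorescence polarization. Measure: percent inhibition from mP, scaled between DMSO and no-protein wells. Replication: one well per compound.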
# Runt-CBFb FRET – inhibitors of RUNX1 Runt–CBFb binding, primary screen, biochemical, FRET, Cerulean-Runt, Venus-CBFb, uHTS; inhibition, % at 20 µM; Cerulean-Runt/Venus-CBFb FRET ratio 530/480, 1 h; 220,000 tested, 0.46% active; Runt-related transcription factor 1 (Homo sapiens) + Core-binding factor subunit beta …;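 active means inhibition over about 50% at 20 µM in the single-dose screen, limit read from the data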;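 further: 0% = DMSO wells and 100% = excess unlabeled CBFb competitor control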
# Target sequence (Q01196 whole entry, looked up): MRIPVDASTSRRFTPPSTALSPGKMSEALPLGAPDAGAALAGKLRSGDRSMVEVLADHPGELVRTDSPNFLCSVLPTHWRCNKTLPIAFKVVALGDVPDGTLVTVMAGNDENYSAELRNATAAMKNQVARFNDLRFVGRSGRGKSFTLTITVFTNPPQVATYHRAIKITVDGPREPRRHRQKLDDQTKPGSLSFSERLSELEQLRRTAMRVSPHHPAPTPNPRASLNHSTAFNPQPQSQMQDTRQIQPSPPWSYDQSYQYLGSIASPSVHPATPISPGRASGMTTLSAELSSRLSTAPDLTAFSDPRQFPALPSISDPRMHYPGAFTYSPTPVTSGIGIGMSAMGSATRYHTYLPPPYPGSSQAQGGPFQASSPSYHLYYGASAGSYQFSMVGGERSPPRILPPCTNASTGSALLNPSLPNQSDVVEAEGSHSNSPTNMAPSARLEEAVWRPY
# Target sequence (Q13951 whole entry, looked up): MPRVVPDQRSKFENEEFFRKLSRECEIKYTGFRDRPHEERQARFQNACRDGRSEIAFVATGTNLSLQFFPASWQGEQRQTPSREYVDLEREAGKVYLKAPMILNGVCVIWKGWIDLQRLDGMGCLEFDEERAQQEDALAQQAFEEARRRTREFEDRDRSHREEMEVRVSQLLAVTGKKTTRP
#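 Reagent – Venus-CBFb binding partner, 100 nM · Assay system – Cerulean-tagged RUNX1 Runt domain (FRET donor) fusion protein · Input – 100 nM per protein · Incubation – two 1 h room-temperature incubations shielded from light · Measured by – FRET fluorescence · Medium – Tris buffer pH 7.5 with salts and BSA · Benchmarks – unlabeled CBFb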
# Hck-Nef inh – inhibitors of Nef-activated human Hck kinase, primary screen, biochemical, Z-Lyte FRET, 384-well, Hck-YEEI; Recombinant Hck-YEEI plus Nef, Z-Lyte FRET kinase assay; inhibition, % at 20 µM; 220,000 tested, 0.68% active; AID 463187, 2010; Tyrosine-protein kinase HCK (Homo sapiens), P08631;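 active means Hck-Nef kinase inhibition above about 50%, limit read from the data; inactive means inhibition below that limit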;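 further: 0% = DMSO with Hck plus Nef and 100% = Hck alone without Nef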
# MDM2 E3 inh – MDM2-luciferase reporter signal enhancers, primary screen, MDM2 E3 ligase inhibitor project, cell-based, luminescence, 1536-well | 210,000 tested, 0.11% active | E3 ubiquitin-protein ligase Mdm2 (Homo sapiens), Q00987 | signal enhancement, % at 5 µM | cell-based MDM2 ubiquitination luciferase reporter, 2 h; 0 = plate control, 100 = twice control, blank-subtracted | AID 1230, 2008;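 active means signal enhancement of 30% or more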;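 further: luminescence tracks abundance of the self-degrading MDM2-luciferase fusion protein; higher signal means inhibition of MDM2 E3 ligase activity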
#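 Buffer or medium: Cells held in DMEM | Assay system: Stable mammalian line carrying autodegrading MDM2–luciferase fusion reporter | Quantity: 2000 cells/well | Times: 4 h settle plus 2 h compound, 37 °C | Doses: One concentration, 5 µM, with 0.2% DMSO | Technique: Luminescence with SteadyLite reagent, 15 min at room temperature | Benchmarks: Plate controls and plate blanks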
# Runt-SMMHC FRET – inhibitors of RUNX1 Runt–CBFb-SMMHC binding, primary screen, biochemical, FRET, Cerulean-Runt, Venus-CBFb-SMMHC, uHTS | Runt-related transcription factor 1 (Homo sapiens) + Core-binding factor subunit beta … | AID 1434, 2008 | 220,000 tested, 0.74% active | inhibition, % at 20 µM | Cerulean-Runt/Venus-CBFb-SMMHC FRET ratio 530/480, 1 h;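 active means mean inhibition across duplicate retests at 20 µM reaching about 50%, limit read from the data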;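 further: 0% = DMSO wells and 100% = wells with excess untagged CBFb-SMMHC; inhibitors lower the FRET ratio by blocking Runt binding to CBFb-SMMHC; some results filed as inactive read as strong as hits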
# p97 inhibitor – inhibitors of human p97 ATPase, primary screen, biochemical. recombinant p97 ATPase, Kinase-Glo ATP luminescence, 3 h. Transitional endoplasmic reticulum ATPase (Homo sapiens), P55072. inhibition, % at 8 µM. 220,000 tested, 0.42% active; in the data active means inhibition above about 15%;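 further: 0% = DMSO vehicle and 100% = wells lacking enzyme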
# NPY-Y2 PAM-ag – NPY-Y2 potentiators or agonists, primary screen, cell-based | Neuropeptide Y receptor type 2 (Homo sapiens), P49146 | cells expressing NPY-Y2, potentiator/agonist read-out | activation, % at 3.6 µM | 220,000 tested, 0.45% active | AID 1359, 2008; in the data active means activation above about 27%;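 further: cells stimulated with NPY near EC25 plus isoproterenol at EC100; 0% = vehicle plus submaximal agonist and 100% = vehicle plus saturating agonist; some results beyond the cut were filed as inactive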
# Target sequence (P49146 whole entry, looked up): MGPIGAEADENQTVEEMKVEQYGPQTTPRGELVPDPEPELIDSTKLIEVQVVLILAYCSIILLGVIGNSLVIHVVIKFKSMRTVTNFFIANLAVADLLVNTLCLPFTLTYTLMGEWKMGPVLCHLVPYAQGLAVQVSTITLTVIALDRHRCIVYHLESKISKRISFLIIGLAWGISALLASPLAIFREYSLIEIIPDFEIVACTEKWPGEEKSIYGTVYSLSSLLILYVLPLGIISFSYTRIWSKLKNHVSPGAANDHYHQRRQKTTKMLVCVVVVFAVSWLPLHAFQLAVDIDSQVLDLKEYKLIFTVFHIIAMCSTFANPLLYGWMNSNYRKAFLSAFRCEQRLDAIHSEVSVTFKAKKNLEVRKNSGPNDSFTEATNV
# NPY1 pot ag – NPY-Y1 receptor potentiators or agonists, primary screen, cell-based | NPY-Y1 expressing cells, potentiator/agonist activation | activation, % at 3.6 µM | 220,000 tested, 0.37% active | AID 1304, 2008; in the data active means activation above about 33%, passing the limit was not always enough;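 further: cells stimulated with NPY at EC10 then isoproterenol at EC100; 0% = low agonist plus stimulus and 100% = saturating agonist plus stimulus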
# The depositor's hits bear a star; . = no result given.
SMILES	MDM2 E3 inh	Hck-Nef inh	Runt-CBFb FRET	NPY1 pot ag	NPY-Y2 PAM-ag	NPY-Y1 antag	RBBP9 inh	p97 inhibitor	Runt-SMMHC FRET
O=C(NCc1ccccc1)C(c1ccco1)N(C(=O)c1ccccn1)c1ccc(F)cc1 (centres undefined)	-17.5	7.1	-3.7	-0.5	2.7	1.5	-11.1	1.2	-2.9
COC(=O)c1ccccc1NC(=O)COC(=O)C1CCCCC1	.	28.2	1.5	-6.0	-9.5	.	-5.1	-3.2	1.5
Cc1ccccc1C(=O)NNC1=NCCC1	-23.3	1.8	-1.3	3.1	-0.5	-3.6	4.9	-2.7	2.4
Cc1ccc(-n2ncc(C(=O)Nc3ccc(Cl)cc3)c2C2CCNCC2)cc1C	-16.0	21.6	-0.5	-13.5	-18.1	20.2*	-6.4	5.3	-0.3
Cc1cc(NC(=O)c2cccs2)n(-c2nc3ccccc3[nH]2)n1	.	85.2*	-1.2	8.4	-0.3	6.8	4.9	0.7	-3.2
COc1ccc(OC)c(C2=NOC(C(=O)Nc3cc(C)nn3-c3ccccc3)C2)c1 (centres undefined)	-12.3	0.3	-0.4	-6.6	6.0	-0.8	-4.3	5.6	0.4
CN1CCN(S(=O)(=O)c2ccc(N3CCN(C(c4ccccc4)c4ccccc4)CC3)nc2)CC1	-6.8	-0.7	-1.4	5.9	-0.7	-2.8	0.1	3.6	-3.6
CCn1c(O)c(C=NC2CCCC(C)C2C)sc1=S (centres undefined)	-8.3	-1.4	0.9	18.9	17.4	.	-9.8	-6.4	1.5
COc1ccc(S(=O)(=O)N2CCC(C(=O)NCC(c3cccs3)N(C)C)CC2)cc1 (centres undefined)	-9.8	3.3	-2.4	-4.2	21.8	-3.9	-5.3	0.6	-0.3
CCC(=O)Nc1c2c(nn1-c1ccc(F)cc1)CS(=O)C2 (centres undefined)	-14.4	0.3	1.1	9.0	-7.1	2.0	-0.1	-2.2	0.4
Cc1ccc(O)c(C(=O)c2cnc3c(c2)c(=O)n(C)c(=O)n3C)c1	-15.4	-1.4	0.2	6.8	9.4	-3.3	1.1	0.4	-4.6
O=C(NCc1ccccn1)c1ccc(CNS(=O)(=O)c2ccc(F)cc2)cc1	-6.5	1.2	-6.0	20.2	-1.2	2.0	-12.2	4.2	-0.7
O=C(CCC(=O)NNC(=O)COc1ccccc1)NCc1ccccc1	-15.2	0.9	.	-0.9	-11.4	2.5	-3.5	-0.2	-4.7
CC(=O)N1CCc2cc(S(=O)(=O)NC(C(=O)NC3CCCc4ccccc43)C(C)C)ccc21 (centres undefined)	-23.6	-5.0	-0.2	-9.2	-8.5	-3.0	0.2	2.8	2.2
CCNC(=O)CSc1nc(-c2ccc(F)cc2)cs1	-48.6	-9.4	2.2	0.9	-5.2	-1.6	-8.2	-0.6	0.2
CN1C(=O)/C(=C/c2cc(N=Nc3ccccc3)ccc2O)SC1=S	-10.2	1.4	-5.5	7.4	3.1	-6.0	-5.5	8.5	-5.3
Clc1ccc(CNCCC2=CCCCC2)cc1	-13.4	6.9	3.4	-18.5	11.2	1.1	-6.8	0.8	-2.4
O=C(NC(=S)Nc1ccc(S(=O)(=O)N2CCCC2)cc1)C1CC1	3.8	7.6	1.7	1.7	5.5	-3.3	5.2	0.8	-3.2
CCn1c(CC(=O)Nc2ccccc2)nnc1SCc1nc2ccccc2c(=O)[nH]1	.	24.9	1.3	13.1	1.6	.	2.8	6.4	-1.7
COc1cccc(N=c2oc3c(C)ncc(CO)c3cc2C(N)=O)c1	-7.6	-1.0	-0.8	-12.0	3.2	7.6	-10.0	-5.9	-1.4
CCNC(=O)NC(=O)C(C)OC(=O)CCCc1nc2ccccc2s1 (centres undefined)	-2.8	2.5	-1.5	-8.9	-5.2	-0.2	-3.7	-0.6	-1.8
CCOCCCNC(=O)C(NC(=O)c1ccc(=O)[nH]c1)c1ccc(Cl)cc1 (centres undefined)	-12.8	-0.2	2.5	-4.4	-4.0	-4.0	-2.2	-2.1	-5.5
O=C(Nc1ccc2c(c1)OCCO2)c1ccccn1	-64.4	20.8	-1.0	11.2	3.1	2.1	3.0	-24.4	-1.4
CCOC(=O)c1c(NC(=O)c2cccs2)sc(C)c1CC	-11.8	0.0	-4.3	-19.2	-18.0	3.2	-3.8	0.9	2.1
CC(O)CN(Cc1cccc(Cl)c1)CC(C)O (centres undefined)	-5.5	-10.5	0.5	11.8	-27.1	2.1	-4.8	-4.7	-1.3
Clc1nnc2ccc(-c3ccccc3)nn12	2.9	6.3	-2.3	10.1	5.2	7.8	-12.4	1.0	-0.5
CCCCN(C)Cc1c(O)ccc2c(-c3ccccc3)cc(=O)oc12	-1.1	1.9	-14.9	-28.0	-4.0	9.1	-6.4	0.9	-52.2
O=S(=O)(c1ccc(F)cc1)N1CCN(Cc2ccccc2C(F)(F)F)CC1	1.5	-4.3	-0.6	-6.5	10.1	2.9	-12.3	-5.1	-2.8
NC(=O)[C@@H]1CCCNc2c(I)cc([N+](=O)[O-])cc2C(=O)N[C@@H](CO)C(=O)N[C@@H](Cc2ccc(O)cc2)C(=O)N1	.	-5.3	1.6	-24.5	-5.2	3.7	-5.0	6.4	2.6
CC1Cc2ccccc2N1S(=O)(=O)c1cccc2nsnc12 (centres undefined)	-11.6	-24.8	3.5	18.9	11.2	-5.3	-12.3	-3.6	-1.7
CC(C)N(Cc1ccccc1)C(=S)Nc1cccnc1	-10.6	2.0	2.1	2.5	1.4	-2.9	-9.3	-2.6	-0.5
Cc1ccc(S(=O)(=O)NCCCOC(=O)Nc2ccncc2)cc1	-8.3	0.1	-0.2	2.7	-27.5	1.8	-5.0	-2.7	-2.0
COc1cc(NC(=O)c2ccco2)c(OC)cc1NC(=O)Nc1ccc(Cl)cc1	-15.1	0.1	-4.0	27.7	20.2	-4.5	-9.2	-9.1	-3.0
Cc1cccc(CN(C(=S)Nc2c(C)cccc2C)c2cccnc2)c1	-12.3	15.6	1.9	-6.2	3.2	9.4	-1.7	-1.9	-0.7
Cc1ccc(SC(C)C(=O)NC(N)=O)c(C)c1 (centres undefined)	-10.1	17.5	-0.2	26.9	-8.5	-6.8	9.7	4.2	-2.3
COC1(NC(=O)c2ccccc2)C(C)=CC(=O)C=C1C	2.3	-4.9	9.3	-0.3	-3.0	5.8	-1.9	-3.6	19.8
CCOC(=O)/C=C1\SCC(=O)N1CC(=O)NCCc1ccc(F)cc1	3.1	2.7	-2.3	2.7	7.1	-2.2	-2.4	4.9	-0.1
Nc1nc(-c2ccc(Cl)cc2)nn1C(=O)c1ccco1	1.1	16.0	0.0	1.5	16.1	-3.4	3.8	3.4	-0.4
O=C(Nc1ccc(N2CCOCC2)c(Cl)c1)c1cccc(F)c1	-15.8	2.4	-2.6	-15.6	-0.6	3.8	-6.2	-3.2	-6.7
Cc1c(C#N)c(O)n(CCO)c(=O)c1N=Nc1ccc(S(N)(=O)=O)cc1	-18.6	-33.0	.	-14.7	-4.2	1.1	2.6	-1.2	-18.5
CCCCn1c(-c2sccc2C)n[nH]c1=S	3.0	16.0	-0.1	15.1	-3.6	2.6	-7.5	5.3	6.5
Cc1cc(C)n2[nH]c(=O)c(N=Nc3ccccc3)c2n1	-13.6	8.0	-1.7	-12.7	-7.4	2.0	-0.7	6.9	-9.9
COc1ccc(Cn2nnnc2C(c2ccccc2Cl)N2CCN(C3CCCC3)CC2)cc1 (centres undefined)	-6.1	3.1	-1.0	-7.4	-3.2	28.2*	-4.6	1.5	-0.7
CSc1nc(=O)n(-c2ccccc2)c(C)c1C(C)=O	-8.1	0.1	-1.8	-2.5	-5.5	2.1	-4.7	0.1	1.0
COc1ccc(-c2csc(NC(=O)CSc3nc(C)nc4sc(C(=O)O)c(C)c34)n2)cc1	-5.9	95.8*	8.6	10.8	-5.3	.	-3.4	1.9	-5.1
Cc1ccc(C2(O)CN(c3ccccc3)C3=[N+]2CCS3)cc1 (centres undefined)	-19.8	-0.5	-0.2	1.6	-2.3	11.5	-6.3	3.9	3.9
Cc1ccc(-c2cc(-c3ccco3)c(C#N)c(=O)[nH]2)cc1	0.1	41.8	-225.5	-1.3	-10.3	.	2.2	14.1	-98.3
O=C(Cc1cccs1)Nc1cccc(-c2ccc3nncn3n2)c1	23.6	30.7	0.5	3.8	-5.6	-5.1	-1.8	12.4	1.8
Cc1nonc1C(=O)N/N=C/c1cccc(O)c1	-18.5	-1.0	0.8	-8.2	1.2	-5.1	-7.4	-30.0	1.3
Cc1cc(OCC(=O)Nc2cccc(S(=O)(=O)NC3=NCCCCC3)c2)ccc1Cl	-5.6	0.4	-5.0	-25.9	2.1	5.8	-10.8	1.4	-1.5
O=C(NC1c2ccccc2-c2ccccc21)c1ccccc1	-12.1	2.1	1.4	-7.4	6.6	2.0	-2.9	0.2	-1.1
Cc1ccc(C(=O)N/N=C/c2ccc3c(c2)OCO3)o1	-4.1	5.3	-1.0	-10.0	7.9	4.0	-6.7	-7.9	5.1
COc1ccc(CCN=C(N)NS(=O)(=O)c2ccc3ccccc3c2)cc1	-13.8	0.6	-2.0	-5.8	7.3	-2.4	3.7	-0.6	-2.6
C=CCSc1nc(N(CC)CC)c2sccc2n1	-10.4	4.9	-4.8	-23.5	-23.7	4.8	-2.2	6.0	-7.1
